Screening results: PubChem BioAssay, several laboratories
Redox H2O2 prof – compounds producing H2O2 with reducing agent – biochemical, NIH compound library profiling, artefact control for MLSCN library redox annotation, primary screen | activation, % at 10 µM | AID 878, 2007 | DTT-dependent redox cycling H2O2, phenol red/HRP absorbance; 100% = 100 µM peroxide control, 0% = buffer | 200,000 compounds, 0.03% hits;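 active = activation of at least 50% relative to the plate's high and low controls in the primary single-dose screen; inactive = activation below 50%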;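 note: compound incubated with DTT at 0.8 mM final as the reducing agent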
STAT3 activator – IL-6 driven STAT3 reporter potentiators, primary screen, U3A cells, luciferase, luminescence, MLSCN library. activation (% of control), % at 5.6 µM. IL-6 STAT3-luciferase reporter; 100% = signal with IL-6 EC80 alone. 190,000 compounds, 0.91% hits;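 active = activation above the screen-wide mean of compound activation plus 3 SD, cut at about 130% in these data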;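 note: 0% = background luminescence of wells with medium and substrate only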
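Material: human STAT1-deficient U3A cells with stable STAT3-luciferase reporter / Probe or stimulus: IL-6 stimulus at 33 ng/mL final / Schedule: 1 h compound pre-exposure, 6 h IL-6 stimulation, 37 °C / Technique: luminescence / Read-out basis: percent of IL-6-only median luminescence / Control set: IL-6-only high control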
APP 5'UTR act – activators of APP 5'UTR luciferase reporter, primary screen, SH-SY5Y cells; 190,000 compounds, 1% hits; activation, % at 2 µM; SH-SY5Y APP 5'UTR luciferase reporter, luminescence; zero percent = DMSO vehicle wells;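 active = activation above a set limit, based on mean plus 3 SD of controls, cut at about 140% in these data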; note: values of inactives mirror those of a sister screen read the other way
HMGR II inh – inhibitors of E. faecalis class II HMGR, primary screen, biochemical, Enterococcus faecalis; HMG-CoA reductase (Enterococcus faecalis, mvaE); inhibition, % at 10 µM; purified E. faecalis HMGR, NADPH absorbance 340 nm kinetic; 190,000 compounds, 0.41% hits;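 active = inhibition above a set limit, the median over all tested compounds plus 3 SD, cut at about 9.5% in these data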;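 note: enzyme runs in reverse so mevalonate oxidation gives rising NADPH absorbance; 0% = complete reaction with DMSO and 100% = background rate lacking mevalonate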
STAT3 inh – IL-6 driven STAT3 reporter inhibitors, primary screen, U3A cells, luciferase, luminescence, MLSCN library | inhibition, % at 5.5 µM | IL-6 STAT3-luciferase reporter; host cell line lacks STAT1 | 190,000 compounds, 0.89% hits;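 active = inhibition above the mean inhibition across all screened compounds plus 3 SD, cut at about 44% in these data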;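 note: 0% = DMSO only wells and 100% = 100 µM nifuroxazide control wells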
Hsp70 act – Hsp70 transcriptional activators, primary screen, cell-based, HeLa, Hsp70 promoter luciferase, luminescence, 10 µM | HeLa Hsp70 promoter luciferase reporter; scaled: vehicle 0, proteasome-inhibitor control 100% | activation, % at 10 µM | 200,000 compounds, 0.04% hits | AID 1203, 2008;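 active = activation above the mean across all tested compounds plus 3 SD, cutoff set per campaign, cut at about 5.5% in these data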;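 note: 100% = MG132 at 30 µM as the positive control and 0% = DMSO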
STAT1 activator – STAT1 signaling activators, primary screen, cell-based, HTS, luciferase reporter | NIH 3T3 STAT1-luciferase reporter, IFN-gamma, luminescence; 100% = IFN-gamma alone, no compound | activation (% of control), % at 5.5 µM | 200,000 compounds, 2.6% hits;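 active = activation above the screen-wide mean activation plus 3 SD, cut at about 130% in these data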;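 note: raw ratio to IFN-gamma control signal so 100% means no change and 0% no light; values of inactives mirror those of a sister screen read the other way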
STAT1 inh – STAT1 signaling inhibitors, primary screen, cell-based, HTS, luciferase reporter; NIH 3T3 STAT1-luciferase reporter, IFN-gamma, luminescence; AID 920, 2007; 200,000 compounds, 0.35% hits; inhibition, % at 5.5 µM;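 active = inhibition above a set limit, the mean inhibition across all tested compounds plus 3 SD, cut at about 34% in these data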;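 note: 0% = IFN-gamma with DMSO and 100% = IFN-gamma with 300 µM nifuroxazide; values of inactives mirror those of a sister screen read the other way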
TLR4 MyD88 comp – inhibitors of TLR4-MyD88 association in cells, primary screen, cell-based, HeLa CL3-4, BLA complementation, FRET ratio. Toll-like receptor 4 (Homo sapiens) + Myeloid differentiation primary response protein …. HeLa CL3-4 TLR4/MyD88 BLA complementation. inhibition, % at 8.4 µM. 200,000 compounds, 0.18% hits; in the data active = inhibition above about 25%;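 note: 0% = vehicle and 100% = reference inhibitor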
Target sequence (O00206 whole entry, looked up): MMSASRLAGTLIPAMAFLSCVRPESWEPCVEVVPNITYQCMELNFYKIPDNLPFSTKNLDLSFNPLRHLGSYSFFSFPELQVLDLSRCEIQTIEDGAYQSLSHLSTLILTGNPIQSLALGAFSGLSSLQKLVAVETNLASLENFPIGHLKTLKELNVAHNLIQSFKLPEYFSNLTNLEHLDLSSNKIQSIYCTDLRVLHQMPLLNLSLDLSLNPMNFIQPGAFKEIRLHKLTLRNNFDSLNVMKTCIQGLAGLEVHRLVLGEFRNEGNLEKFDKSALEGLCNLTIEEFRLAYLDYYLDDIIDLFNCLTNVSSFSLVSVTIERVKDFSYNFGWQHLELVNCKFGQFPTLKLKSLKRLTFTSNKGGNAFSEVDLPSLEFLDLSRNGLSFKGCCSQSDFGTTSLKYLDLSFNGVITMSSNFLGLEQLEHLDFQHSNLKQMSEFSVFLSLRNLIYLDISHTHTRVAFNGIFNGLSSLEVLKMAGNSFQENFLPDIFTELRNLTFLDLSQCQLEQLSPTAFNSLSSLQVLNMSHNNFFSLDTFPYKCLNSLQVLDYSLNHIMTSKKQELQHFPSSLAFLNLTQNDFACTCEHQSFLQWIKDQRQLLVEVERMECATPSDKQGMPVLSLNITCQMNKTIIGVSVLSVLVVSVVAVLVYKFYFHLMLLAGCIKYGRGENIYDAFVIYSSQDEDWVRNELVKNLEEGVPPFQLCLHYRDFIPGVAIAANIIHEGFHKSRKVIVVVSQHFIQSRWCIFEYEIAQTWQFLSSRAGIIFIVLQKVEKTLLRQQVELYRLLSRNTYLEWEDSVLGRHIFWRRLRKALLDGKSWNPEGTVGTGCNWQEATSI
Target sequence (Q99836 whole entry, looked up): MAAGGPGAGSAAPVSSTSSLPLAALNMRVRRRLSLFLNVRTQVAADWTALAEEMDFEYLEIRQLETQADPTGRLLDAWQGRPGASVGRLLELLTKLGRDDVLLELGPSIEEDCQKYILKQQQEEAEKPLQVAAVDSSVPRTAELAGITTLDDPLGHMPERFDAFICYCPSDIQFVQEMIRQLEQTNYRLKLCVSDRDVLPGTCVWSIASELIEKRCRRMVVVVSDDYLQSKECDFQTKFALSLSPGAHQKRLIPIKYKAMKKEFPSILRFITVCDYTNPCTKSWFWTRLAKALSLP
NF-kB neuron act – activators of NF-kB expression in neurons, primary screen, cell-based, HTS; human neuronal cells, NF-kB reporter expression; hits give high values; AID 1239, 2008; fold change at 12.5 µM; 190,000 compounds, 1.6% hits; in the data active = fold change above about 3.3
The depositor's hits bear a star; · = not tested or not shown.

SMILES	Redox H2O2 prof	STAT3 activator	APP 5'UTR act	HMGR II inh	STAT3 inh	Hsp70 act	STAT1 activator	STAT1 inh	TLR4 MyD88 comp	NF-kB neuron act
COCCNC(=O)c1cn(C)c2ccc(S(=O)(=O)N(C)C3CCCCC3)cc2c1=O	-0.7	88	·	0	23	0.1	92	8	-7	0.86
Cc1cccc(-n2c(C)cc(/C=N\NC(=O)c3cccs3)c2C)c1	-0.1	119	63	0	-22	0.3	140*	-46	-9	0.9
O=C(NC1CCCCC1)C(c1ccccn1)N(C(=O)c1csnn1)C1CCCCC1 (configuration not stated)	0.1	99	43	-8	4	-0.4	97	1	3	1.1
CC(=O)NS(=O)(=O)c1ccc(N=c2ssc3c2-c2cc(C)ccc2NC3(C)C)cc1	0.1	105	15	-8	-3	-0.4	102	-3	-14	1.2
O=[N+]([O-])c1ccc(S(=O)(=O)N/N=C/c2ccco2)cc1	-1.2	102	13	4	2	0.0	102	-4	0	1
Cc1ccc2c(c1)C(=NC1CCCCC1)c1cc3ccccc3nc1-2	0.9	119	178*	-1	-20	-0.1	192*	-102	6	5.3*
CCOCCCn1cc(C(=O)c2cc(Br)ccc2O)cc(C#N)c1=O	-0.3	94	17	-3	17	-0.2	97	2	-9	1.1
CCOc1cc(N2CCOCC2)c(OCC)cc1NC(=O)Cc1ccc(OC)c(OC)c1	1.6	96	-7	0	10	-0.5	93	8	2	0.8
CCN(CC)S(=O)(=O)c1ccc(C)c(NC(=O)COC(=O)[C@@H]2CCCN2C(=O)c2cccs2)c1	-1.3	91	-9	-4	20	-0.2	98	0	-8	1.2
O=C(NCCOc1ccccc1)c1n[nH]c(=O)c2ccccc12	2.2	91	-5	-1	16	0.0	102	-2	0	1.2
Cc1ccc(Cl)cc1N1CCN(S(=O)(=O)c2c(C)[nH]c(=O)[nH]c2=O)CC1	2.6	103	·	-8	2	-0.4	97	3	-6	1.1
CN1CCCC(C#CC(O)(c2ccccc2)c2ccccc2)C1 (configuration not stated)	-0.8	100	-5	-7	6	-0.4	111	-12	10	1.1
CSc1nnc(Cn2c(=O)sc3ccccc32)n1-c1ccccc1	0.6	108	1	-1	0	-0.4	96	4	-6	1.2
Cc1ccc(C(=O)C2C(c3ccc(-c4ccccc4[N+](=O)[O-])o3)NC(=O)NC2(O)C(F)(F)F)cc1 (configuration not stated)	1.9	97	19	·	12	-0.2	99	2	3	·
O=C(O)c1ccccc1C(=O)Nc1n[nH]c(=S)s1	0.2	99	-1	-5	6	-0.3	97	4	5	0.96
CN(C)c1ccc2c(c1)OC(N)=C(C#N)C2c1cccc(F)c1 (configuration not stated)	-2.1	146*	-95	-1	-50	0.0	112	-11	3	5*
O=C(CCC1CCCCC1)NCCN1C2=NC[C@H](Cc3ccc(O)cc3)N2C[C@H]1Cc1ccc(O)cc1	3.2	·	-10	-2	·	0.1	100	1	-14	0.98
CC1=CN2C(=N)/C(=C/c3ccc(C)o3)C(=O)N=C2S1	0.5	91	161*	-2	6	0.1	201*	-111	-10	4.3*
COc1ccc(N2CCN(CCNS(=O)(=O)c3cccc4nsnc34)CC2)cc1	0.3	100	-2	-7	6	-0.3	102	-3	-16	1.2
CNc1nc(C)c(C(C)=O)cc1C#N	-2.8	116	-29	-9	-17	-0.3	101	-2	10	1.3
COCCNC(=O)c1cc2cc(Cl)cc(Cl)c2oc1=O	-1.2	106	-29	-4	-4	-0.2	103	-4	0	1.5
Cc1ccc(-c2ccc(C(=O)O)[nH]2)cc1	-0.2	100	4	-3	4	0.1	92	8	9	0.91
O=C1N=C(N2CCOCC2)S/C1=C/c1ccc(-c2ccc(F)cc2)o1	-0.6	96	-25	-2	9	-0.3	101	-2	0	0.8
CC(NC(=O)NNC(=O)c1ccncc1)(C(F)(F)F)C(F)(F)F	-0.4	102	-13	-2	5	0.1	108	-10	10	1
CCN(CC)c1ccc(/C=N/NC(=O)Cc2cccs2)cc1	0.0	102	15	-3	-2	-0.2	103	-4	-5	1.4
CCCCCCC1(C)NC(=S)N(c2ccccc2)N1 (configuration not stated)	-0.4	97	17	-2	15	-0.2	94	6	3	1.5
O=C(NCCc1ccccc1)C1CCC(Cn2c(=O)c3ccccc3n(Cc3cccnc3)c2=O)CC1 (configuration not stated)	0.4	109	-2	1	-8	-0.4	95	5	-13	0.79
O=C(O)CC1=C(O)C(=O)N(c2ccccc2)C1c1ccc(Cl)cc1 (configuration not stated)	0.1	101	-5	2	3	0.3	104	-4	7	0.96
Cc1cc(C(=O)COC(=O)C2=NN(c3ccccc3)C(=O)CC2)c(C)n1CC(F)(F)F	-1.6	91	26	-2	20	-0.2	97	1	-7	1.1
CCCCn1c(-c2nn(C)c(C)c2Cl)n[nH]c1=S	2.3	90	1	1	16	-0.1	96	5	1	1.3

Three compounds picked at random from those above, as already listed:
SMILES	Redox H2O2 prof	STAT3 activator	APP 5'UTR act	HMGR II inh	STAT3 inh	Hsp70 act	STAT1 activator	STAT1 inh	TLR4 MyD88 comp	NF-kB neuron act
Cc1ccc(-c2ccc(C(=O)O)[nH]2)cc1	-0.2	100	4	-3	4	0.1	92	8	9	0.91
Cc1cc(C(=O)COC(=O)C2=NN(c3ccccc3)C(=O)CC2)c(C)n1CC(F)(F)F	-1.6	91	26	-2	20	-0.2	97	1	-7	1.1
O=C(NCCc1ccccc1)C1CCC(Cn2c(=O)c3ccccc3n(Cc3cccnc3)c2=O)CC1 (configuration not stated)	0.4	109	-2	1	-8	-0.4	95	5	-13	0.79

Further records:
SMILES	Redox H2O2 prof	STAT3 activator	APP 5'UTR act	HMGR II inh	STAT3 inh	Hsp70 act	STAT1 activator	STAT1 inh	TLR4 MyD88 comp	NF-kB neuron act
COC(=O)c1ccc2c(c1)NC1=C(C(=O)CC(C)(C)C1)C(c1ccncc1)N2 (configuration not stated)	9.5	107	5	-5	-4	-0.3	103	-3	-5	1.4
O=C(c1csc2c1CCCC2)N1CCN(c2ccc(F)cc2)CC1	1.2	102	-1	-10	1	-0.1	103	-3	1	1
CCCN1C(=O)/C(=C2\SC(N3CCCCC3)=NC2=O)c2ccccc21	0.1	104	20	6	-2	0.8	127	-29	1	0.72
O=C(O)c1c(Cl)nc2ccccn12	-1.4	104	13	2	-4	-0.5	93	5	-3	1
Cc1ccc2nc3sc(C(=O)NCc4ccco4)c(N)c3cc2c1	-0.1	70	179*	1	40	0.0	139*	-40	11	3.7*
COc1cccc(C2CC(=O)N3CN(c4cccc(Cl)c4C)CSC3=C2C#N)c1OC (configuration not stated)	-1.9	96	-1	-7	13	-0.2	104	-4	-5	1.2
O=C1Nc2ccccc2C12OCCCCO2	0.0	102	-8	-7	2	-0.3	95	5	0	1.1
O=C(CSc1ccc(Cl)cc1)Nc1nnc(-c2cccc([N+](=O)[O-])c2)s1	0.5	102	20	-1	-2	0.2	101	-1	-9	1.2
O=C(O)/C=C/c1coc2ccc(F)cc2c1=O	0.2	99	12	-1	4	-0.2	100	0	1	1.2
Cc1ccccc1C(=O)NC(=S)Nc1ccc(S(=O)(=O)N2CCOCC2)cc1	0.9	101	12	-3	-6	-0.2	93	7	-8	1.1
C=CCOc1ccc(CNc2nccs2)cc1OC	0.6	98	2	-7	6	-0.2	94	5	3	1.4
CC(C)(C)C(=O)C[n+]1ccc(C(N)=O)cc1	0.1	103	32	-4	1	-0.1	107	-7	6	0.9
CN(C)S(=O)(=O)c1ccc(NC(=O)N2CCN(c3ccccc3)CC2)cc1	-4.9	93	9	-1	16	-0.3	89	12	12	1.1
c1ccc(-c2csc3ncnc(-n4cnc5ccccc54)c23)cc1	-7.7	107	-9	-3	-3	-0.1	101	-1	16	1.1
Cc1[nH]c2c(Br)cccc2c1[C@H]1[C@@H](CC#N)C1(C)C	2.6	105	-5	5	-2	-0.3	99	1	1	0.91
O=C(Nc1ccccc1)/C(=C/c1ccccc1)c1ccccc1	2.0	94	10	·	13	-0.5	94	7	-8	1
COc1ccccc1C(=O)C(O)c1ccccc1OC (configuration not stated)	0.6	92	-9	-1	9	-0.2	102	-2	-5	1
O=C(O)CCc1ccc(-c2cccs2)n1NC(=O)c1ccco1	0.3	103	8	-1	-1	0.1	95	6	-11	1.1
C/C(=C\C(=O)c1ccc(Cl)cc1Cl)N(C)C	0.0	98	9	-1	5	0.0	103	-4	-12	1.1
COc1ccc(C(=O)NCCc2cc3ccc(C)c(C)c3[nH]c2=O)cc1OC	0.0	95	-31	4	10	-0.2	101	-1	-2	1
Cc1ccc(S(=O)(=O)NNC(=O)c2cccc(O)c2)cc1	0.1	98	0	-3	5	-0.3	102	-4	-2	0.7
COc1ccc(C(=O)NC(=S)NNC(=O)COc2ccccc2)cc1	0.0	72	-7	1	38	-0.1	70	30	4	0.81
O=C(C1CCCN1S(=O)(=O)c1cccc2cccnc12)N1CCc2ccccc21 (configuration not stated)	-0.6	116	7	-1	-9	-0.1	100	-1	-6	0.85
CC(C)(C)NC(=O)CSc1nc2ccc(Nc3nc(N4CCOCC4)nc(N4CCOCC4)n3)cc2s1	-0.3	103	-10	2	1	-0.4	102	-5	13	0.33
O=C(Oc1ccc(/C=N/NC(=O)c2ccccc2O)cc1)c1ccccc1	0.4	118	8	1	-12	-0.1	106	-7	-5	1.3
O=S(=O)(NCCSc1ccccc1)c1ccc2c(c1)OCCO2	-0.1	98	-12	-1	3	-0.4	106	-3	5	1.4
COc1ccc(-c2noc(CN3CCC(Cc4ccccc4)CC3)n2)cc1	-0.9	109	6	-1	-9	-0.1	103	-6	3	1.1
O=C(CC1S/C(=N/N=C/C=C/c2ccccc2)NC1=O)Nc1ccc(C(=O)O)cc1 (configuration not stated)	0.2	101	5	1	2	-0.3	105	-7	6	1.1
CC1CN=C(NC2CCCCC2C)S1 (configuration not stated)	0.0	91	-4	-2	18	1.3	103	-3	2	1.6
O=C(Nc1cccc(Cl)c1)c1cc(S(=O)(=O)NCCc2ccc(Cl)cc2)ccc1F	0.6	107	8	-7	-13	-0.3	100	0	11	1
Cc1noc(C)c1COC(=O)[C@@H](NC(=O)c1ccccc1Cl)C(C)C	-1.7	97	-20	2	8	-0.4	95	4	-9	1.2
CC(=O)N1C(=O)c2cccc3cccc(c23)C(=O)N1C(C)=O	1.1	107	17	-3	-4	-0.2	99	1	3	0.83
O=S(=O)(NC1=NCCC1)c1cccs1	0.9	97	4	2	7	-0.4	94	7	-7	1.1
CC(Cl)C(=O)c1ccc2c(c1)CCN2C(=O)C1CC1 (configuration not stated)	-0.7	80	-4	-2	25	-0.1	78	23	16	0.96
O=C(O)c1cccc(Oc2cccc(Cl)n2)c1	0.5	97	-7	1	9	0.1	104	-6	1	0.87
Cc1ccc(NC(=O)c2ncc(Cl)c(Cl)c2Cl)cc1C	-0.6	118	77	-4	-12	-0.1	104	-4	0	2
